# HT1080 IDH1KD tx = qHTS for induction of synthetic lethality in tumor cells producing 2HG: qHTS for the HT-1080-IDH1KD cell line. 360,000 tested, 2% active. Potency, µM (series often up to 46.1 µM), without a hit: at the top dose activity, negative = toxicity, actives largely listed as cytotoxic. AID 686971, 2013. HT-1080 IDH1 knockdown viability, ATP luminescence, 48 h;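 further: potency means the concentration at half of the fitted maximal effect; 0% = DMSO wells and -100% = cell-free medium wells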
#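 Cytotoxicity counter-line: IDH1KD HT-1080, 48 h, CellTiter-Glo. Curves classed by r2, magnitude and activity.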
# KB-V1 cytotox = qHTS assay for MDR1-selective chemotherapeutics: Primary screen using the drug-selected MDR subline cells KB-V1 | KB-V1 MDR cells viability, CellTiter-Glo, 72 h | Potency, µM (top dose mostly 46.1 µM), without a hit: at the top dose activity change, negative = cytotoxicity, most hits filed as cytotoxic | 400,000 tested, 3.4% active; further: potency means the concentration at half of the fitted maximal effect; on the % scale 0 is the no-effect control and ±100 the full control effect; nearly all actives have a fitted effect of over 60% in size
#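 KB-V1 MDR subline cells in DMEM (phenol-red free, 10% FBS) exposed to compounds in qHTS concentration series for 72 h at 37 degrees C. Viability read by CellTiter-Glo luminescence; concentration-effect curves fitted after normalization and correction.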
# SW480 rereplic = A quantitative high throughput screen for small molecules that induce DNA re-replication in SW480 colon adenocarcinoma cells; SW480 DNA re-replication, Hoechst DNA content imaging, 48 h; Potency, µM (titrated, usually from 46.1 µM), for inactives: at the highest dose re-replication activation, usual class: activators; 340,000 tested, 1.8% active; further: potency means the concentration at half of the fitted maximal effect; % of control where 0% means no effect; nearly all actives have a fitted effect of over 55% in size
#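 Treated cells incubate 48 hr (37 C, 5% CO2), are stained 40 min with Hoechst, and nuclear fluorescence is enumerated; a rise in nuclei with high DNA signal marks re-replication.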
# DRD3 agonist = qHTS of D3 Dopamine Receptor Agonist: qHTS | D3R DiscoveRx beta-arrestin cells, luminescence, 90 min | max activation, % | 410,000 tested, 0.58% active; in the data active means max activation above about 30%; further: 0% is about no effect; mostly tested at two doses, the higher about 12 µM
# Target sequence (P35462 whole entry, looked up): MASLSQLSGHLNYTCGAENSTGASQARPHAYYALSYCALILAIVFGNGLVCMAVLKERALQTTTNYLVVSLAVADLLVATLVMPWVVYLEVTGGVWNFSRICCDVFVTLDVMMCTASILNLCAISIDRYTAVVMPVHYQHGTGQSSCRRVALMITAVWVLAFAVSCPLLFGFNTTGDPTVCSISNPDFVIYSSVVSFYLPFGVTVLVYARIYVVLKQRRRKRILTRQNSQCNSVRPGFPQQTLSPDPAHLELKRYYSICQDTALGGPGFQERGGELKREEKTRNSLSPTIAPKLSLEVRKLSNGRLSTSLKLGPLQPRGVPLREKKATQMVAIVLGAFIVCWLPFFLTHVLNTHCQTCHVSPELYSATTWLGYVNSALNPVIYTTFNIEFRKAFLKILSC
#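 Agonist-mode cell screen: cells plated at 1500/well and incubated overnight at 37 °C, then exposed to library compounds for 90 min at 37 °C. Detection reagent was added for 30–60 min at room temperature, and luminescence was read.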
# HT1080-NT tox = qHTS for induction of synthetic lethality in tumor cells producing 2HG: qHTS for the HT-1080-NT fibrosarcoma cell line; HT-1080-NT fibrosarcoma viability, CellTiter-Glo ATP luminescence, 48 h; Potency, µM (highest dose often 46.1 µM), for inactives: at the top dose activity, negative = less viability, actives largely listed as cytotoxic; 360,000 tested, 1.6% active;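 further: NT is the 2HG producing partner of a matched IDH1 knockdown line; potency means the concentration at half of the fitted maximal effect; 0% = DMSO-treated cells and -100% = media-only wells without cells; nearly all actives have a fitted effect of over 55% in size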
#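 Read-out is CellTiter-Glo luminescence after 10 minutes at room temperature, following 48 hours' compound treatment of HT-1080-NT cells (750 cells/well, RPMI, 5% FBS, 37 degrees C).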
# GLP1R cytotox = qHTS of GLP-1 Receptor Inverse Agonists: Cytotox Screen; HEK293 cAMP-luciferase reporter cells, luminescence, 24 h; Potency, µM (series often up to 38.3 µM), for inactives: at the top dose activity change, negative = inhibition, usual class: inhibitors; 410,000 tested, 0.13% active;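 further: loss of luciferase light is scored as toxicity; potency means the concentration at half of the fitted maximal effect; on the % scale 0 is the no-effect control and ±100 the full control effect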
#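 1536-well qHTS counterscreen of the MLSMR; 200 cells/uL, 12 h pre-incubation, 23 nL cpd, 24 h at 37 deg C 5% CO2, luciferase detection reagent, 12 min RT, luminescence. Inhibition = undesired.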
# MCF10A rerep = A quantitative high throughput screen for small molecules that induce DNA re-replication in MCF 10a normal breast cells; MCF 10A DNA re-replication, Hoechst nuclear intensity, 48 h; Potency, µM (titrated, usually from 46.1 µM), for the others: at the highest dose activity, positive = re-replication, hits mostly activators; 350,000 tested, 2.9% active; AID 624296, 2012; further: potency means the concentration at half of the fitted maximal effect; % of control where 0% means no effect; nearly all actives have a fitted effect of over 50% in size
# KB-3-1 cytotox = qHTS assay for MDR1-selective chemotherapeutics: Primary screen using the parental adenocarcinoma cell KB-3-1. KB-3-1 viability, CellTiter-Glo ATP luminescence, 72 h. Potency, µM (highest dose often 46.1 µM), inactives show top-dose activity change, negative = cytotoxic, actives largely listed as cytotoxic. 400,000 tested, 1.4% active. AID 1347075, 2019; further: potency means the concentration at half of the fitted maximal effect; on the % scale 0 is the no-effect control and ±100 the full control effect; nearly all actives have a fitted effect of over 60% in size
#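 Using CellTiter-Glo luminescence, growth of non-resistant KB-3-1 adenocarcinoma cells is assessed 72 h after pin-tool compound addition at 37 °C. Normalized responses across the concentration series yield fitted curves.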
# IL-1B inflam inh = qHTS for Inhibitors of Inflammasome Signaling: IL-1-beta AlphaLISA Primary Screen; THP-1 LPS/ATP IL-1B secretion, AlphaLISA, 16 h; hits give low values; activity change, % at 57.5 µM; 360,000 tested, 4.7% active; in the data active means activity change below about -50%; inconclusive means mostly about -30% to -49%; further: on the % scale 0 is the no-effect control and ±100 the full control effect
#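 THP-1 cells pretreated 1 hr with compounds (up to 57.5 uM final), then stimulated with LPS (250 ng/mL final) plus ATP (1.25 mM final); secreted IL-1B measured by AlphaLISA after 16 hr, decreased signal indicating inhibition.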
# The depositor's hits bear a star; ? = inconclusive; . = not tested or not shown; & = joins results of further samples; ! = not active in a repeat; [ ] = remark or other dose. Unless noted, the call rests on the fitted dose curve; in most records, active means well fitted curve in the direction sought with a large enough effect; inconclusive means small, poorly fitted or top-dose-only effect, or another doubt; inactive means no such curve, though single readings can be large; an effect the other way counts as inactive or inconclusive.
SMILES,HT1080 IDH1KD tx,KB-V1 cytotox,SW480 rereplic,DRD3 agonist,HT1080-NT tox,GLP1R cytotox,MCF10A rerep,KB-3-1 cytotox,IL-1B inflam inh
CCN(CC)S(=O)(=O)c1ccc2c(c1)N(CC(=O)Nc1ccc(F)cc1F)C(=O)C1CCCN21 (stereo not drawn),.,7.8%,.,2.1,.,4.5%,.,0.5%,.
O=C(CCCc1ccccc1)NCc1cccnc1,-5.3%,22.5%,-0.8%,-1.6,9.3%,2.9%,-0.5%,3.2%,-0.5
CC(=O)N(c1cccc(C)c1)S(=O)(=O)c1ccc(Cl)cc1,0.7%,?,-42.3%[inhibitor],3.7,1.8%,-40.0%,4.3%,1.4%,0.0
O=C(O/N=C(/c1ccccc1)c1ccncc1)c1cccc(F)c1,13.9%,0.0%,1.7%,0.7,2.9%,-10.7%,1.3%,15.3%,3.9
O=C1Cc2cc(S(=O)(=O)Nc3cccc(F)c3)ccc2N1,1.4%,-1.8%,-6.1%,1.7,10.2%[9.24 µM],1.1%,3.7%,-27.3%,-5.7
CS(=O)(=O)c1ccc2nc(NC(=O)c3ccccc3Br)sc2c1,-1.1%,5.0%,-5.7%,-3.3,17.8%,3.7%,-10.6%,23.4%,-11.9
COC1CCCCC1Nc1cccc(SC)c1 (stereo not drawn),-2.9%,9.9%,-2.7%,-0.7,1.8%,1.8%,-1.4%,-4.4%,44.3
Nc1c(N(Cc2ccccc2)C(=O)COc2ccc(F)cc2Cl)c(=O)[nH]c(=O)n1Cc1ccccc1,0.2%,-1.7%,8.2%,-20.5,9.4%,-8.9%,?,-0.9%,2.0
Cc1c(C(c2ccc(Br)cc2)c2c(C)n(C)n(-c3ccccc3)c2=O)c(=O)n(-c2ccccc2)n1C,10.0%,-3.7%,?,-6.2,6.2%,-4.0%,-2.1%,-2.0%,-11.4
Cc1c(NC(=O)/C=C/c2ccc(S(=O)(=O)N3CCOCC3)cc2)c(=O)n(-c2ccccc2)n1C,9.2%,12.7%,-6.2%,6.7,14.7%,-0.9%,-34.2%[inhibitor],4.4%,35.5
CCOC(=O)C1CCN(S(=O)(=O)c2ccc(-c3cc(C(F)(F)F)n(C)n3)s2)CC1,-19.4%,3.5%,1.0%,1.0,-1.4%,4.1%,-1.1%,-5.8%,28.4
COc1cccc(C2C(C#N)=C(N)N(N(C)C)C3=C2C(=O)CC(C)(C)C3)c1 (stereo not drawn),14.5%,2.3%,-1.7%,17.3,0.1%,8.0%,-2.0%,-0.9%,15.4
CC(=O)N1c2ccccc2S(=O)(=O)c2c1ccc1ccccc21,18.5%,?,2.0%,3.3,5.4%,-11.9%,12.9%,2.4%,?
O=C(NCC1CCCO1)/C(=C\c1ccccc1)NC(=O)c1ccccc1 (stereo not drawn),2.8%,-3.8%,-0.5%,-3.3,6.7%,5.2%,18.4%,13.9%,25.7
O=C(c1cccc(OC2CCN(Cc3ccc(F)cc3)CC2)c1)N1CCCC1,-3.3%,-2.4%,2.6%,-11.5,1.0%,-11.2%,?,-9.5%,0.0
CN(C)/C=N/c1nc2nccc(-c3cccnc3)n2n1,9.3%,2.9%,10.6%,4.9,3.0%,3.7%,9.6%[9.22 µM],12.7%,11.6
O=S(=O)(NCc1ccccn1)c1ccc(Br)s1,6.7%,?,-23.6%,1.5,8.1%,-12.3%,5.3%,0.2%,-6.3
O=C(COC(=O)CCc1ccc(S(=O)(=O)N2CCCCC2)cc1)Nc1ccc2c(c1)OCO2,2.5%,4.9%,-2.7%,4.4,1.1%,-7.8%,1.5%,8.7%,19.0
CCOC(=O)COc1cccc2c(=O)n(CC(=O)N3CCc4ccccc43)ccc12,-0.3%,0.3%,-10.1%,-7.2,11.0%,12.0%,15.3%,1.3%,7.0
CCN(CC(=O)Nc1ccc2c(c1)OCCO2)C(=O)/C=C/c1ccc(F)cc1,-0.3%,-11.2%,-7.2%,-0.3,17.9%,-5.2%,0.0%,2.1%,-0.6
COCCN(CCOC)C(=O)Nc1ccc(Cl)cc1,?,-17.0%,-1.4%,-8.1,25.4%,2.4%,0.0%,-5.6%,-14.8
CCCCCCCNC1=CC(=O)CC(c2ccccc2)C1 (stereo not drawn),16.4µM*,?,?,-8.2,?,-26.3%,18.4µM*,7.31µM*,63.3
C[n+]1c(-c2ccccc2)cc2c(=Cc3ccc([N+](=O)[O-])cc3)c3ccccc3n21,?,?,29.5%,-23.9,?,?,9.4%,?,-98.5*
COc1ccc(N2CC(NC(=O)c3cc4ccccc4o3)CC2=O)cc1OC (stereo not drawn),.,0.0%,.,-2.9,.,6.5%,.,13.9%,.
COC(=O)CC1COc2ccccc2N1C(=O)c1ccc(Br)cc1 (stereo not drawn),-9.5%,-13.9%,-5.7%,-2.8,1.9%,-9.6%,0.2%,4.4%,13.0
CC(C(c1ccc2c(c1)OCO2)c1c(N)n(C)c(=O)n(C)c1=O)[N+](=O)[O-] (stereo not drawn),0.2%,?,?,0.3,-15.7%,-2.2%,11.6µM*,-6.1%,-12.0
O=C(CN1CCN(Cc2ccccc2Cl)C1=O)NC1CCCCCCC1,-4.2%,?,16.5%,-8.8,-0.3%,-1.9%,2.8%,3.1%,26.7
C=CCn1c(O)c(N=O)c2ccccc21,-2.2%,19.4%,0.9%,-4.5,4.6%,-0.9%,11.4%,15.0%,?
O=C(O)c1sc2ncccc2c1OCc1ccccc1,4.9%,28.7%,4.0%,9.0,4.6%,2.8%,1.6%,-3.7%,12.6
COc1ccc(NC(=O)CCOc2ccccc2C)cc1S(=O)(=O)N1CCCCC1,-3.4%,?,-93.8%[inhibitor],2.3,-18.0%,-5.2%,-12.4%,?,-60.2*
CCc1ccc(OCC(O)CN2CCN(CCO)CC2)cc1 (stereo not drawn),-8.3%,6.8%,-3.2%,-6.1,0.1%,8.9%,?,-8.9%,-5.6
O=c1[nH]c2ccc(Cl)cc2c(=O)n1Cc1ccco1,-0.1%,-5.5%,-5.7%,-4.7,5.2%,-9.2%,-8.5%,27.6%,14.7
O=C(O)c1ccc(CNC(=O)c2ccc(Br)o2)cc1,-16.5%,-13.2%,-5.0%,-18.5,-1.7%,4.4%,-3.1%,-1.5%,9.6
CCOC1=C2[C@@H](CN(S(=O)(=O)c3ccc(C)cc3)[C@H]2c2ccc(Cl)cc2)[C@H]2C(=O)N(c3ccccc3)C(=O)[C@H]2C1,23.1%,14.2%,.,5.4,20.2%,0.3%,.,0.0%,16.2
C/C=C/c1cccc(-c2nc(C(=O)N3CCCCC3)cc3c2[C@H](CCO)N(C(=O)NC(C)C)C3)c1,14.7%,-12.9%,.,-8.8,4.3%,0.7%,.,20.7%,1.1
COc1ccc(NC(=O)CCS(=O)(=O)c2nc(-c3ccc4c(c3)OCO4)cc(C(F)(F)F)n2)cc1OC,.,0.0%,.,-7.0,.,-10.8%,.,1.0%,.
COc1ccccc1N(C)S(=O)(=O)c1ccc(C(=O)Nc2ccncc2)cc1,-1.9%,-27.5%,-4.7%,16.8,-3.8%,-4.1%,?,-10.0%,-0.9
C#C[C@]1(O)CC[C@H]2[C@@H]3CCc4cc(OC)ccc4[C@H]3CC[C@@]21C,-1.4%,-17.3%,-7.4%&10.7%&-0.1%,30.0*!,16.7%,-0.6%,?,0.0%,8.3
O=C(O)c1cccc(N2C(=O)c3cc([N+](=O)[O-])cc4cc([N+](=O)[O-])cc(c34)C2=O)c1,?,-15.1%,?,-25.4,?,-14.1%,?,-3.0%,-19.7
CCOc1ccc(NC(=S)Nc2ccc(C)c([N+](=O)[O-])c2)cc1,11.4%,16.4µM*,-2.2%,-0.1,?,-17.4%,1.3%,-1.4%,-17.8
O=C(c1ccc(Br)o1)N1CCN(Cc2ccccc2Cl)CC1,1.4%,24.3%,-49.1%[inhibitor],-10.5,1.7%,5.7%,28.0%,-6.8%,-20.2
O=C(NCc1cccc(C(F)(F)F)c1)c1ccc2sc([C@@H]3O[C@H](CO)[C@@H](O)[C@H]3O)nc2c1,27.2%,12.7%,.,4.7,1.5%,3.3%,.,0.0%,12.1
O=C(COC(=O)c1cc(S(=O)(=O)N2CCCCC2)ccc1N1CCOCC1)c1ccc(Cl)cc1,0.6%,-5.7%,6.51µM*,7.3,1.3%,-6.9%,1.1%,3.6%,-0.4
O=C1c2ccccc2CN1C(CO)Cc1ccccc1 (stereo not drawn),5.6%,17.6%,-13.5%,2.0,11.9%,4.0%,-8.7%,11.4%,-3.1
O=C(NC1CCCCCCC1)c1ccc(Br)cc1,-0.6%,1.1%,-12.6%,-15.1,1.1%,-3.9%,0.0%,11.8%,-22.0

# Three successive entries from above, for reference:
SMILES,HT1080 IDH1KD tx,KB-V1 cytotox,SW480 rereplic,DRD3 agonist,HT1080-NT tox,GLP1R cytotox,MCF10A rerep,KB-3-1 cytotox,IL-1B inflam inh
CCc1ccc(OCC(O)CN2CCN(CCO)CC2)cc1 (stereo not drawn),-8.3%,6.8%,-3.2%,-6.1,0.1%,8.9%,?,-8.9%,-5.6
O=c1[nH]c2ccc(Cl)cc2c(=O)n1Cc1ccco1,-0.1%,-5.5%,-5.7%,-4.7,5.2%,-9.2%,-8.5%,27.6%,14.7
O=C(O)c1ccc(CNC(=O)c2ccc(Br)o2)cc1,-16.5%,-13.2%,-5.0%,-18.5,-1.7%,4.4%,-3.1%,-1.5%,9.6

# Random draw from the library (roughly 11% active in at least one column).
